KCNQ1 inh – inhibitors of human KCNQ1 channel, primary screen, cell-based, thallium flux, high-throughput; Potassium voltage-gated channel subfamily KQT member 1 (Homo sapiens), P51787; CHO-K1 KCNQ1, FluxOR thallium flux fluorescence; stronger effect = higher value; B-score at 10 µM; 1.3% of 310,000 active; AID 2642, 2010;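 active = compounds whose thallium flux B-score, printed positive for inhibition, exceeds three library SD while starting fluorescence stays within three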;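 also: channel opened by potassium depolarization with thallium stimulus after 20 min compound exposure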
KCNK3 block – human KCNK3 channel inhibitors, primary screen, CHO cells, FluxOR thallium flux, B-score; FluxOR fluorescence; stronger effect = lower value; B-score at 10 µM; Potassium channel subfamily K member 3 (Homo sapiens), O14649; AID 602410, 2012; 0.84% of 340,000 active;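 active = B-score under library mean minus 4 SD, starting fluorescence ratio at most library mean plus 5 SD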;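 also: more negative B-score means stronger inhibition of thallium flux through KCNK3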
Target sequence (O14649 whole entry, looked up): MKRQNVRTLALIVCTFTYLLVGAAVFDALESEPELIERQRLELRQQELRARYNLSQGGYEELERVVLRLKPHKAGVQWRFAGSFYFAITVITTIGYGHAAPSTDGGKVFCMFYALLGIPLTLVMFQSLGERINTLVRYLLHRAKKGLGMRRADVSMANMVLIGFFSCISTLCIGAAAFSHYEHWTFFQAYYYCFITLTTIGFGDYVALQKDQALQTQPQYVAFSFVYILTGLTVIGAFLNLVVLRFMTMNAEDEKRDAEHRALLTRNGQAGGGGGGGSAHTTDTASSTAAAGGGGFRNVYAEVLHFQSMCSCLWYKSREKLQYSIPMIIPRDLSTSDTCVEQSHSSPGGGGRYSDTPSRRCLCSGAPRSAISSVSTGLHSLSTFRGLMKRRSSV
KCNK9 block – KCNK9 potassium channel inhibitors, primary screen, HEK293 cells, thallium flux. Potassium channel subfamily K member 9 (Homo sapiens), Q9NPC2. FluxOR thallium flux fluorescence; stronger effect = lower value. B-score at 10 µM. 1.2% of 310,000 active;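 active = ratio B-score over 3 SD below the library mean, with starting fluorescence within 5 SD of its mean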;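 also: negative B-score means less thallium flux so channel inhibition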
Target sequence (Q9NPC2 whole entry, looked up): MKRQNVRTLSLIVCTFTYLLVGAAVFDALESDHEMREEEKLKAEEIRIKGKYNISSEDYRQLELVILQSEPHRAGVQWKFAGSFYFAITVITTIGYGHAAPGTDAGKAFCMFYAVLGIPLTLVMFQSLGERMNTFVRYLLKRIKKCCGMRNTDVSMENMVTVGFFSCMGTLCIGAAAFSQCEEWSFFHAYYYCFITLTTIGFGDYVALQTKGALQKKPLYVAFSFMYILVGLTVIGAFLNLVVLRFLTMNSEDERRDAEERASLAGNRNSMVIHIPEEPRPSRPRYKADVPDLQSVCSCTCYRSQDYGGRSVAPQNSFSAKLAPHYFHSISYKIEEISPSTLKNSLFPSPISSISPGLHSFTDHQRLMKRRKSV
Dyrk1A ADPGlo – rat Dyrk1A kinase inhibitors, primary screen, biochemical, single point, plate reader; Dual specificity tyrosine-phosphorylation-regulated kinase 1A (Rattus norvegicus), Q63470; ADP-Glo luminescence, NFATc1 peptide; inhibition, % at 12.5 µM; 0.43% of 310,000 active; AID 504441, 2011; in the data active = inhibition above about 50%;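 also: plate controls were vehicle with enzyme for no effect and no enzyme for full effect; many of its hits are not listed in these tables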
PolyA inh – polyadenylation inhibitors in yeast reporter cells, primary screen, luminescence, S. cerevisiae; 0.02% of 300,000 active; S. cerevisiae SKY197-pL101 polyadenylation reporter, beta-gal luminescence; efflux-impaired pdr1/pdr3 knockout yeast; score 100 = 6 SD above DMSO; calls only at 12 µM;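 active = lowest replicate activity score at least 50, where 100 means six control SD above control mean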;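 also: yeast exposed to compound for 9 h at 30 °C; higher score means more reporter readthrough which indicates perturbed polyadenylation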
hERG protect – hERG rescue from dofetilide block, primary screen, cell-based, CHO-hERG, FluxOR thallium flux, dofetilide IC70; 0.51% of 310,000 active; activation (rescue from dofetilide block), less the hit threshold, % at 10 µM; Voltage-gated inwardly rectifying potassium channel KCNH2 (Homo sapiens), Q12809; dofetilide IC70 present;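 active = activation above the mean of controls blocked by dofetilide plus 5 SD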;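 also: thallium influx through hERG after potassium depolarization seen as dye fluorescence rise; in these data hits start at about 4.7%; inactives centre near -7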
TRPC4 agonist – activators of mouse TRPC4 channel, primary screen, Fluo4 calcium, HEK293 TRPC4beta/mu-opioid cells; B-score at 10 µM; 0.49% of 310,000 active; Short transient receptor potential channel 4 (Mus musculus), Q9QUQ5; Fluo4 calcium fluorescence; stronger effect = higher value; AID 2237, 2010;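 active = B-score above 5 SD of library B-scores, and initial fluorescence ratio not above library mean plus 5 SD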;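 also: positive B-score marks a calcium rise read as TRPC4 activation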
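Assay system: HEK293 stable line with TRPC4beta plus mu-opioid receptor; schedule: 45 min room-temperature Fluo4 loading, 110 s read; technique: kinetic Fluo4 calcium fluorescence; evaluation: integrated baseline-normalised fluorescence ratio, converted to per-well B score; controls: buffer (low) and maximal DAMGO (high)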
Platelet DG rel – inhibitors of platelet dense granule secretion, primary screen, cell-based, MLPCN, human platelets; human platelet-rich plasma, SFLLRN dense granule ATP release, luminescence; inhibition, %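 (compounds screened at 7.5 µM in platelet-rich plasma)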; 0.22% of 300,000 active; AID 1663, 2009;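 active = mean replicate score, as percent of positive control, at or above 50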
TRPC4 block – inhibitors of mouse TRPC4 channel, primary screen, Fluo4 calcium, HEK293 TRPC4beta/mu-opioid cells; Short transient receptor potential channel 4 (Mus musculus), Q9QUQ5; DAMGO-evoked Fluo4 calcium flux; stronger effect = lower value; B-score at 10 µM; 0.39% of 300,000 active;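 active = B-score over 3 SD under the library average, no early fluorescence shift, positive overall ratio signal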
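test system = HEK293 cells with stable TRPC4beta plus mu-opioid receptor expression | detection = Fluo4 Ca2+ flux fluorescence | read-out = integrated fluorescence ratio relative to baseline, converted to per-well B score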
KCNQ1 act – potentiators or activators of KCNQ1 channel, primary screen, cell-based, thallium flux, high-throughput; Potassium voltage-gated channel subfamily KQT member 1 (Homo sapiens), P51787; CHO-K1 KCNQ1, thallium flux FluxOR fluorescence; stronger effect = higher value; B-score at 10 µM; 0.35% of 310,000 active; AID 2648, 2010;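 active = fluorescence ratio B-score, a plate-corrected score, at least three library SD, with initial intensity B-score within 5 SD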
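Assay system: CHO-K1 cells stably expressing KCNQ1. Medium: assay buffer for compound exposure, DMSO matched across wells. Timing: 37 °C overnight plating, 90-min dark dye load, 20-min compound pretreatment. Signal: kinetic FluxOR fluorescence, 10 s baseline plus 110 s post-stimulus.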
TRPC4 potent – positive allosteric modulators of TRPC4, primary screen, cell-based, mouse TRPC4beta, HEK293 mu-opioid, Fluo-4 calcium; Short transient receptor potential channel 4 (Mus musculus), Q9QUQ5; DAMGO EC20, Fluo-4 Ca2+ flux; stronger effect = higher value; B-score at 10 µM; 0.42% of 310,000 active; AID 2227, 2009;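 active = B-score of calcium response area above 5 SD of library B-scores, with initial fluorescence ratio within 5 SD of library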;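 also: B-score of integrated fluorescence ratio over time as area under calcium response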
* marks the source's active call; other numbers are inactive results; i = inactive; nt = not tested or not shown.

Results follow in this order: KCNQ1 inh, KCNK3 block, KCNK9 block, Dyrk1A ADPGlo, PolyA inh, hERG protect, TRPC4 agonist, Platelet DG rel, TRPC4 block, KCNQ1 act, TRPC4 potent
1) COC(=O)c1c(C#N)c(N)nc2c1CCCC2
    i, i, i, -1, i, -5, i, -33, i, i, i
2) CCOc1ccc(Nc2nnc(Cc3ccc(OC)cc3)c(=O)[nH]2)cc1
    i, i, i, -1, i, -6, i, -4, i, i, i
3) NNc1nc(-c2ccccc2)cc(-c2ccccc2)n1
    i, i, i, -10, i, -26, i, -3, i, i, i
4) COc1ccc(C(=O)c2cc3c(cc2[N+](=O)[O-])OCCO3)cc1
    i, i, i, 2, i, -8, i, 7, i, i, i
5) O=C(N/N=C/c1cccs1)c1ccc2ncccc2c1
    i, i, i, -1, i, -2, i, 12, i, i, i
6) COc1ccc(C(=O)NC(C)c2nnc(SCC(=O)Nc3nc(C)cs3)n2C)cc1 (configuration not stated)
    i, i, i, 2, i, -7, i, 5, i, i, i
7) Fc1ccc(N/N=C(/c2ccccc2)c2ccccn2)cc1
    i, i, i, -6, i, -9, i, -1, i, i, i
8) c1ccc2sc(NC3=NCN(CCN4CCOCC4)CN3)nc2c1
    i, i, i, 0, i, -4, i, -3, i, i, i
9) Cc1ccc(CNS(=O)(=O)c2ccc(-n3cnnn3)c(C)c2)cc1
    i, i, i, 2, i, -3, i, 0, i, i, i
10) CC1=CC(C)(C)N2C(=O)C3(C(C#N)=C(N)Oc4cc(O)ccc43)c3c(C)c(C)cc1c32 (configuration not stated)
    i, -8.9*, i, -3, i, -16, i, 1, i, i, i
11) COc1ccc(CCNS(=O)(=O)c2cccs2)cc1
    i, i, i, 2, i, -5, i, 7, i, i, i
12) Cc1ccc(S(=O)(=O)CCC(=O)NCc2ccccc2)cc1
    i, i, i, 3, i, -2, i, -7, i, i, i
13) O=C(CC1C(=O)NCCN1C(=O)c1ccc(F)cc1)OCc1ccccc1 (configuration not stated)
    i, i, i, -5, i, -2, i, 20, i, i, i
14) CCOc1ccccc1NC(=O)COC(=O)c1cccc(-c2ccc(OC(C)=O)cc2)c1
    i, i, -10*, -2, i, -9, i, 0, i, i, i
15) COc1ccc(CNC(=O)CN2CCC(C(=O)c3ccc(OC)cc3)CC2)cc1
    i, i, i, 4, i, -7, i, -5, i, i, i
16) CC1CN(C(=S)SCCN2Cc3ccccc3C2=O)CC(C)O1 (configuration not stated)
    i, i, i, -7, i, -9, i, -36, i, i, i
17) COc1ccc(O)c(C2=Nc3ccccc3N=C(c3ccco3)C2)c1
    i, i, i, 2, i, -6, i, 13, i, i, i
18) C(=N\Nc1nc(-c2ccccc2)cs1)/c1cccs1
    i, i, i, -5, i, 1, i, 2, i, i, i
19) CCn1c(C)c(C)c2cc(C(=O)Nc3cccc(Cl)c3)ccc21
    6*, i, i, 5, i, -18, i, -2, i, i, i
20) COc1ccc(Cc2noc(CN3CCNC(=O)CC3)n2)cc1OC
    i, i, i, -4, i, -19, i, -7, i, i, i
21) CC(NC(=O)C1CCCCC1)c1ccc2c(c1)OCCO2 (configuration not stated)
    i, i, i, 2, i, -9, i, 5, i, i, i
22) CC(=C1C(=O)c2ccccc2C1=O)N1CCN(c2ccccn2)CC1
    i, i, i, 0, i, -10, i, -9, i, i, i
23) CS(=O)(=O)Nc1ccc(C(=O)NCCSC2CCCCC2)cc1
    i, i, i, -3, i, -7, i, -2, i, i, i
24) COC(=O)Cc1ccc(NC(=S)NC(C)(C)C)cc1
    i, i, i, 2, i, -11, i, -3, i, i, i
25) Cc1nn(-c2cccc(Cl)c2)c(Cl)c1/C=N/NC(=O)c1cccnc1
    i, i, -7.4*, 3, i, -9, i, -2, i, i, i
26) CCCCSc1ncc(C(=O)OCC)c(N)n1
    i, i, i, -9, i, -5, i, 0, i, i, i
27) O=C1CC(c2cccc(Cl)c2)CC(O)=C1C=NCCCO (configuration not stated)
    i, i, i, -5, i, 0, i, 11, i, i, i
28) Cc1cc2c(=O)n(C)c(SCC(=O)Nc3cccc(F)c3)nc2s1
    i, i, i, 2, i, -4, i, -1, i, i, i
29) Cc1ccc(-c2[nH]c(-c3ccccc3)nc2SCC(=O)NCC2CCCO2)cc1 (configuration not stated)
    i, i, i, -5, i, -11, i, 5, i, i, i
30) O=C(/C=C/c1cccc(Cl)c1)NCc1cccs1
    i, i, i, 9, i, -6, i, -3, i, i, i
31) O=C(NNC(=O)c1cccs1)c1ccc([N+](=O)[O-])cc1
    i, nt, i, nt, i, -6, i, 3, i, i, i
32) Cc1ccc(Nc2cc(-n3nc(C)cc3C)ncn2)cc1
    i, i, i, -5, i, 0, i, -1, i, i, i
33) CN(C)CCNc1ncnc2sc(-c3ccccc3)cc12
    i, i, i, 33, i, -3, i, -2, i, i, i
34) Cc1ccc(NC(=O)CN2C(=O)c3ccccc3C2=O)nc1
    i, i, i, 4, i, -1, i, 13, i, i, i
35) CN1c2ccccc2-c2nc3ccccc3n2C1c1ccco1 (configuration not stated)
    i, i, i, 6, i, -9, i, -6, i, i, i
36) O=C(O)C1CC=CCC1C(=O)NNc1ccccc1 (configuration not stated)
    i, i, i, -2, i, -6, i, 1, i, i, i
37) CC(=O)O[C@H]1[C@H](C)OC=C[C@@H]1OC(C)=O
    i, i, i, -14, i, -4, i, -3, i, i, i
38) Cc1cc(C#Cc2c(-c3ccccc3)n(C)c3ccccc23)ccc1F
    i, i, i, 12, i, -13, i, 4, i, i, i
39) CCc1ccc(N2C(=O)c3sc4nnc(-c5ccccc5)c(=O)n4c3C2=O)cc1
    i, i, i, 1, i, -6, i, 4, i, i, i
40) Cc1ccc(S(=O)(=O)N2CCOCC2)cc1C(=O)NC(=S)N1CC(C)OC(C)C1 (configuration not stated)
    i, i, i, 3, i, -12, i, 6, i, i, i
41) CCCCC1CCC(C(=O)Nc2ccccc2)CC1 (configuration not stated)
    i, i, i, 8, i, -7, i, -6, i, i, i
42) Cc1nc2c3ccccc3n(Cc3ccccc3F)c2s1
    i, i, i, 3, i, -4, i, -6, i, i, i
43) COc1cccc(CNC(=O)C2CCCN2S(=O)(=O)c2ccc3c(c2)C(C)(C)C(=O)N3C)c1 (configuration not stated)
    i, i, i, 4, i, -12, i, -1, i, i, i
44) CCC(CC)=C(C#N)C(=O)NC1CCCCC1
    i, i, i, -6, i, -4, i, 1, i, i, i
45) COc1cc(C=C(c2nc3ccccc3s2)c2nc3ccccc3s2)cc(OC)c1O
    i, i, i, 7, i, -8, i, -7, i, i, i
46) C(=N\C(/N=C/c1ccco1)c1ccco1)/c1ccco1
    i, i, i, -5, i, -22, i, 7, i, i, i
47) CCc1nnc(NC(=O)C2CC(=O)N(CCc3ccccc3)C2)s1 (configuration not stated)
    i, i, i, 0, i, -10, i, -1, i, i, i
48) Cc1cc(NC(=O)CN2C(=O)CC(c3ccco3)Sc3ccccc32)no1 (configuration not stated)
    i, i, i, 0, i, -19, i, -15, i, i, i
49) O=c1[nH]c2cc3c(cc2cc1CN(CCO)S(=O)(=O)c1ccccc1Cl)OCCO3
    i, i, i, -8, i, -2, i, 1, i, i, i
50) CC1CCN(S(=O)(=O)c2ccc(S(=O)(=O)NCC(=O)C(C)(C)C)cc2)CC1
    i, i, i, -5, i, -2, i, 2, i, i, i
51) COc1cc(C(=O)Nc2ccccc2NC(=O)c2cc(OC)c(OC)c(OC)c2)cc(OC)c1OC
    i, i, i, -2, i, -8, i, 18, i, i, i
52) CCCn1c(=O)[nH]c(=O)c2c1nc(-c1cccs1)n2CCOC
    i, i, i, 2, i, -16, i, 5, i, i, i
53) Cc1ccc(C(=O)Nc2ccc(NC(=O)c3cccs3)cc2)c(C)c1
    i, i, i, -2, i, -6, i, -7, i, i, i
54) N=C(N=C(N)N)N1CCc2ccccc21
    i, i, i, 6, i, 0, i, 2, i, i, i
55) CCc1cc(CNC(=O)CC2C(=O)NCCN2Cc2cccc(OC)c2)on1 (configuration not stated)
    i, i, i, 2, i, -9, i, 3, i, i, i
56) CC(O)(CS(=O)(=O)Cc1ccccc1)c1ccccc1Cl (configuration not stated)
    i, i, i, -5, i, -13, i, -9, i, i, i
57) Cc1ccccc1NC(=S)N1CCC(C(=O)c2ccc(F)cc2)CC1
    i, i, i, 1, i, -8, i, 7, i, i, i
58) CC(C)Oc1cccc(C(=O)NC2=NCCS2)c1
    i, i, i, 0, i, -14, i, -12, i, i, i
59) COc1ccc(N(CC(=O)NC2CCCCC2)C(=O)CCCC(=O)Nc2ccccn2)c(OC)c1
    i, i, i, 8, i, -9, i, 17, i, i, i
60) CCn1c(=N)n(CC(=O)OC)c2ccccc21
    i, i, i, 7, i, 2, i, 0, i, i, i

Screening results (PubChem)

An excerpt. The share of hits here may be higher or lower than overall.
